CYP2C9 inhib: inhibitors of human CYP2C9 | P11712 | CYP2C9 Supersomes, luciferin-H conversion, luminescence | inhibition, % at 5 µM | 96,000 tested, 20% active;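 active means blocking of liver enzyme CYP2C9 beyond about 50% at 5 µM, limit read from the data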; further: values of inactives mirror those of a sister screen read the other way
Target sequence (P11712 whole entry, looked up): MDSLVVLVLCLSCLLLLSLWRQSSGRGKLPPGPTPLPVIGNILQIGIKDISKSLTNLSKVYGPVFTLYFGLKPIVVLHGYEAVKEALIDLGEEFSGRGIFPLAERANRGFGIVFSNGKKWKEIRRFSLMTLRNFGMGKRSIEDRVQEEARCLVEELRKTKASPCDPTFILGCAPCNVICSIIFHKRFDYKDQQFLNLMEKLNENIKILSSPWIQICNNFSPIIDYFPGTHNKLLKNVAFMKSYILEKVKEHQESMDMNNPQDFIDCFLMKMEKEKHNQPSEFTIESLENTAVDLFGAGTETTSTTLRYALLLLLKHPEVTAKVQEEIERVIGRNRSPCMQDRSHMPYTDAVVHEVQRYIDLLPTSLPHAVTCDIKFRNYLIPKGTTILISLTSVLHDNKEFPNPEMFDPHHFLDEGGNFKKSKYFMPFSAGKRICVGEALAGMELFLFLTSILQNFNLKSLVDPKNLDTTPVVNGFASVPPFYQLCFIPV
Candida biofilm: kills Candida albicans biofilms; C. albicans biofilm + clotrimazole, Alamar Blue; inhibition, % at 6 µM; 85,000 tested, 0.14% active;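 active means inhibition above 20%; inactive means inhibition below 20%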;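 further: preformed 24 hr biofilms exposed to compound for 48 hr; 0% = biofilm without compound and 100% = blank killed by clotrimazole plus chlorhexidine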
DAT uptake mod: modulates human dopamine transporter uptake under cocaine. LLC-PK1 hDAT cells, [14C]-dopamine uptake with cocaine IC80; actives deviate in either direction. B-score at 10 µM. 110,000 tested, 1.3% active. AID 449768;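 active means Z score or B-score, a plate-position-corrected score, falls beyond the plate's 99.7% confidence bounds, in either direction; inactive means both scores lie inside the 99.7% bounds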;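 further: scored against the spread of the other compound wells on the same plate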
TNFa cytotox: toxic to HUVEC cells under TNF alpha stimulation | AID 848 | cell count reduction, % at 2 µM | 93,000 tested, 0.17% active | HUVEC TNFalpha-stimulated, Hoechst cell count, imaging;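 active means cell count reduction exceeding the screen mean by over 5 SD, scaled to untreated wells per plate, cut at about 78% in these data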;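 further: cells counted after 24 h of TNF alpha exposure following the 1 h pretreatment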
CYP2C19 inhib: human CYP2C19 inhibition; CYP2C19 Supersomes, luciferin-H EGE luminescence, 30 min; 96,000 tested, 21% active; inhibition, % at 5 µM; P33261; AID 778;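 active means CYP2C19 inhibition above a set limit at 5 µM in the primary screen, cut at about 50% in these data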;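 further: plate controls were negative control wells for no effect and 2.5 mM tranylcypromine positive control for full effect; values of inactives mirror those of a sister screen read the other way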
Target sequence (P33261 whole entry, looked up): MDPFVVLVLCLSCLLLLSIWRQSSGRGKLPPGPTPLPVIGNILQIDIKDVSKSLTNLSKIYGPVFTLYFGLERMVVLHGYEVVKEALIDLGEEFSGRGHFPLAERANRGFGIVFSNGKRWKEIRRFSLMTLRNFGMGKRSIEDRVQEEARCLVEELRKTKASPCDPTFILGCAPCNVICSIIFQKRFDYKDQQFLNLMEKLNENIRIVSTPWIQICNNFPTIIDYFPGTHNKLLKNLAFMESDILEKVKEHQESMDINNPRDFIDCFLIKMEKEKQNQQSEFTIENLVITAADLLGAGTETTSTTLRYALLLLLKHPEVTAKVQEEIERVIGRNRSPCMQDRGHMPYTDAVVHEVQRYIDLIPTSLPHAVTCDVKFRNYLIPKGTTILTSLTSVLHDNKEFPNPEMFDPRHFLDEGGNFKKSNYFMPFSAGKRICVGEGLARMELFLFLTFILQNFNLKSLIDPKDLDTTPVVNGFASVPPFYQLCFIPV
CYP2C19 act: activators of human cytochrome P450 2C19; recombinant CYP2C19, luciferin-H EGE luminescence; hits give high values; 0 = fully inhibited enzyme, 1 = untreated enzyme; activation factor at 5 µM; 96,000 tested, under 10 active; AID 1025;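 active means activation factor of at least 2 at 5 µM in the primary screen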;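 further: 0 = wells with 2.5 mM tranylcypromine and 1 = vehicle-only wells; values of inactives mirror those of a sister screen read the other way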
VCAM1 TNFa inh: reduces TNF alpha induced VCAM1 expression in HUVEC | inhibition, % at 2 µM | 95,000 tested, 0.48% active | HUVEC TNFa-induced VCAM-1 immunofluorescence, high-content imaging;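 active means inhibition above the batch mean plus 3 SD, with images confirmed as a hit by eye, cut at about 37% in these data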;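 further: 0% = TNF-stimulated DMSO wells and 100% = unstimulated control wells; not every result past the cut was called active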
CYP2C9 act: increases human cytochrome P450 2C9 activity | 96,000 tested, 1.4% active | P11712 | activation factor at 5 µM | recombinant CYP2C9, luciferin-H conversion, luminescence; hits give high values; factor 1 = untreated enzyme, 0 = blocked;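 active means activation factor of 2 or more for CYP2C9 at a 5 µM dose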;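 further: 0 = sulfaphenazole-blocked wells and 1 = vehicle-only wells; values of inactives mirror those of a sister screen read the other way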
HUVEC tox IL1B: HUVEC cytotoxicity counter-screen, IL-1B stimulated; 94,000 tested, 0.41% active; HUVEC cell count loss, Hoechst imaging; cell count reduction, % at 2 µM;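 active means cell count reduction more than 3 SD above the screen-wide mean, cut at about 70% in these data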;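 further: normalized per plate to untreated control cells as the no-loss baseline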
Starred values were filed as active, the others as inactive; · = no result given.

canonical_smiles	CYP2C9 inhib	Candida biofilm	DAT uptake mod	TNFa cytotox	CYP2C19 inhib	CYP2C19 act	VCAM1 TNFa inh	CYP2C9 act	HUVEC tox IL1B
Cc1ccc(-c2noc(C3CCN(S(C)(=O)=O)CC3)n2)o1	-9.6	7.6	0.587	-36.3	-4.5	1	-23.1	1.1	-26.0
Cc1ccc(-c2[nH]nc(N)c2N=Nc2ccccc2C)cc1	17.5	·	0.168	-5.8	29.1	0.7	7.5	0.8	-1.5
CCN(CC)CCOC(=O)C1c2ccccc2Oc2ccccc21	-9.4	6.8	0.236	-2.1	30.0	0.7	-4.4	1.1	-3.9
Cc1ccc(O)c(C(=O)c2cc(C#N)c(=O)n(-c3c(C)n(C)n(-c4ccccc4)c3=O)c2)c1	18.6	5.6	-0.00277	4.7	-1.5	1	-25.2	0.8	-19.4
CCN(CC)C(=O)CSCC(=O)Nc1ccccc1	-3.1	9.0	-0.571	-31.2	57.3*	0.4	2.1	1	-19.1
CC(C)c1ccc(OCC(O)CN2CCN(c3ccccc3)CC2)cc1 (stereo unspecified)	11.5	7.2	0.0645	-1.7	34.8	0.7	2.5	0.9	1.8
CCc1c(C)nc2ncnn2c1N1CCCC(C(=O)NCCc2ccc(OC)cc2)C1 (stereo unspecified)	36.5	0.6	1.14	4.1	16.1	0.8	4.4	0.6	-44.8
CC(CN1CCCC(C(N)=O)C1)c1ccccc1 (stereo unspecified)	-23.2	·	-1.37	-16.5	10.2	0.9	-35.2	1.2	-16.7
Cc1ccc(S(=O)(=O)N2CCN(C(=O)CSc3nnc(C)c(=O)[nH]3)CC2)cc1	25.1	7.9	-1.01	-20.3	10.6	0.9	3.8	0.7	-4.0
O=C(Nc1ccccc1)c1ccccc1OCC(O)CN1C(=O)c2ccccc2S1(=O)=O (stereo unspecified)	76.3*	3.4	-0.166	-4.9	63.4*	0.4	18.7	0.2	-19.6
O=C(CN1CCN(S(=O)(=O)c2ccccc2)CC1)Nc1ccc2c(c1)OCO2	28.7	-4.6	-0.0479	-22.6	49.4	0.5	1.9	0.7	-17.4
CCOCCCNC(=O)c1cc2c(-c3ccc(Cl)cc3)nn(C)c2s1	48.8	-0.2	0.729	-24.8	61.3*	0.4	22.5	0.5	-1.9
Cc1cccc(NS(=O)(=O)c2ccc(C3CCCCC3)cc2)n1	20.6	5.0	1.17	-34.8	15.4	0.8	7.5	0.8	-70.2
Nc1nc2c3ccccc3nc(Cc3ccccc3)n2n1	32.5	-0.2	-0.935	-17.1	54.9*	0.5	93.2*	0.7	0.5
CC(=O)NCCc1nc2ccccc2n1Cc1ccccc1	16.9	10.7	0.425	0.4	58.9*	0.4	-0.5	0.8	-8.6
CCOc1cccc(C(=O)NC2CCCCC2)c1	-29.5	1.6	0.907	3.7	68.3*	0.3	-2.5	1.3	-22.6
COc1ccc(O)c(-c2[nH]ncc2C(=O)c2ccccc2)c1	63.7*	0.4	-0.27	56.7	81.2*	0.2	22.9	0.4	0.4
COc1ccc(C2=NOC(C(=O)NCc3ccco3)C2)cc1OC (stereo unspecified)	-31.2	3.6	-0.437	-5.0	-4.7	1	1.4	1.3	5.1
CC(=O)c1c(C)[nH]c(C(=O)N2CCc3ccccc32)c1C	69.3*	-3.1	0.0482	-16.8	68.9*	0.3	8.7	0.3	-37.3
COC(=O)c1c(-c2ccc(F)cc2)csc1NC(=O)c1ccco1	63.7*	5.3	-0.304	-8.4	17.0	0.8	4.8	0.4	12.5
Cc1ccccc1NS(=O)(=O)c1cc(C(=O)NCCC2=CCCCC2)ccc1C	11.5	·	-0.0353	11.5	-7.9	1.1	-5.1	0.9	-8.5
O=C(COC(=O)c1ccc2c(c1)OCO2)NCc1ccc(Cl)cc1	-98.3	5.0	-0.649	-15.2	37.1	0.6	11.9	2*	-1.8
O=C(NCCC1=CCCCC1)c1ccc(F)c(S(=O)(=O)N2CCOCC2)c1	34.2	-0.3	-0.0935	-15.2	7.0	0.9	2.9	0.7	-10.5
O=c1oc2ccccc2c2c1ncn2-c1ccccc1	-5.6	·	-1.28	-9.7	-0.7	1	8.3	1.1	-11.9
O=C1C2CCCN2C(c2ccccc2)N1c1ccc(F)cc1 (stereo unspecified)	14.6	3.3	-0.198	3.8	4.5	1	-1.7	0.9	9.8

canonical_smiles	CYP2C9 inhib	Candida biofilm	DAT uptake mod	TNFa cytotox	CYP2C19 inhib	CYP2C19 act	VCAM1 TNFa inh	CYP2C9 act	HUVEC tox IL1B
Cc1cccc(NC(=O)c2cc(NC(=O)C3CC=CCC3C(=O)O)ccc2N2CCOCC2)c1 (stereo unspecified)	-0.6	-2.8	0.00311	6.4	2.7	1	-17.2	1	-37.0
O=C(c1ccco1)N1CCN(S(=O)(=O)c2ccc3c(c2)OCCO3)CC1	-13.2	-1.6	0.123	24.2	95.5*	0	14.6	1.1	1.1
CCN(CC)c1ccc2cc(-c3nc4ccccc4[nH]3)c(=O)oc2c1	25.2	4.1	0.348	-21.4	43.9	0.6	12.6	0.7	-1.9
CCCCCCCC(=O)NC(Nc1ccccc1OC)C(Cl)(Cl)Cl (stereo unspecified)	12.1	·	-0.767	-12.8	3.6	1	6.3	0.9	-35.5
CCOC(=O)C(NC(C)=O)(NS(=O)(=O)c1ccccc1)C(F)(F)F (stereo unspecified)	-2.7	7.3	0.804	2.9	4.6	1	0.8	1	-5.1
O=C1C(Cl)=C(NCC2CCCO2)C(=O)N1Cc1ccccc1 (stereo unspecified)	-62.3	6.1	-0.627	-16.7	59.8*	0.4	-19.0	1.6	-9.6
OCCN1CCN(CC(O)COc2ccc(-c3ccccc3)cc2)CC1 (stereo unspecified)	-41.7	7.2	-0.826	-14.0	-1.8	1	5.8	1.4	2.2
O=C(CCSc1ccccc1)NCCSc1ccccn1	41.7	2.7	1.19	-30.3	71.0*	0.3	9.5	0.6	-7.2
CCCC(=O)Nc1ccc(C(=O)Nc2nnc(COCC)s2)cc1	·	6.9	-7.85*	-2.3	·	·	-9.7	·	-176.7
CO/N=C(\C)c1ncc(C(F)(F)F)cc1N1CCOCC1	-28.0	6.0	-0.0131	-2.8	-23.1	1.2	-7.7	1.3	-5.4
CC(C)(C)C1CCc2onc(C(=O)NCc3ccc(F)cc3)c2C1 (stereo unspecified)	10.3	4.4	·	-4.0	32.9	0.7	-5.6	0.9	-0.8
CC1CN(C2CCN(S(=O)(=O)c3ccccc3)CC2)CC(C)O1 (stereo unspecified)	·	3.5	-0.494	0.4	·	·	20.5	·	-25.1
N/C(=N\OC(=O)Oc1ccccc1)c1ccc(Cl)cc1	0.9	0.3	-0.9	-20.5	5.5	0.9	6.4	1	9.1
O=C(c1cc(-c2ccccc2O)on1)N1CCCC1	-51.3	6.5	0.8	-25.2	17.3	0.8	15.5	1.5	-8.2
O=C(c1ccc2c(c1)OCCO2)N1CCN(Cc2ccccc2)CC1	-15.1	9.8	-0.514	-3.5	66.9*	0.3	10.1	1.2	-0.6
CC(C)C(=O)NC(Nc1ccccc1F)C(Cl)(Cl)Cl (stereo unspecified)	58.6*	·	-0.0788	0.4	53.7*	0.5	-9.1	0.4	8.7
COc1ccc(N2CCN(C(=O)c3c(-c4ccccc4)noc3C)CC2)cc1	·	5.2	-0.0831	-15.5	·	·	9.4	·	-40.2
Cc1cc([N+](=O)[O-])cnc1NC(C)c1ccccc1 (stereo unspecified)	49.7	·	-0.156	9.6	64.6*	0.4	-11.8	0.5	17.7
Cc1cc(C)n(Cc2ccc(NC(=O)c3c([N+](=O)[O-])c(C)nn3C)cc2)n1	28.8	·	0.0953	-2.0	-9.0	1.1	-23.0	0.7	12.0
COC(=O)C1=C(C)N(CC2CCCO2)C(=O)C1 (stereo unspecified)	24.5	2.8	-0.0242	-17.9	16.7	0.8	-7.9	0.8	-19.2
COCc1cc(C)n(CC(=O)Nc2ccccc2C(=O)OC)c(=O)c1C#N	11.4	-3.3	0.068	-9.7	6.4	0.9	-9.1	0.9	-14.1
CC(C)c1nnc(NC(=O)C2CCN(c3cnccn3)CC2)s1	·	9.6	2.37	-2.9	·	·	-20.9	·	-8.6
N#CCSc1nnc(-c2cnccn2)n1Cc1ccccc1	·	4.4	-1.12	3.0	·	·	0.7	·	26.5
CC(C(=O)Nc1cc(C(F)(F)F)ccc1N1CCOCC1)N1C(=O)C2CC=CCC2C1=O (stereo unspecified)	-3.2	5.8	-0.338	-25.5	-5.9	1.1	-7.4	1	-56.6
O=C(Nc1ccc(OCC(F)(F)C(F)F)c(C(F)(F)F)c1)c1ccccc1	·	·	-1.04	-12.6	·	·	-1.2	·	-6.5

The last 2 entries of the section above are carried over, then new ones follow.
canonical_smiles	CYP2C9 inhib	Candida biofilm	DAT uptake mod	TNFa cytotox	CYP2C19 inhib	CYP2C19 act	VCAM1 TNFa inh	CYP2C9 act	HUVEC tox IL1B
CC(C(=O)Nc1cc(C(F)(F)F)ccc1N1CCOCC1)N1C(=O)C2CC=CCC2C1=O (stereo unspecified)	-3.2	5.8	-0.338	-25.5	-5.9	1.1	-7.4	1	-56.6
O=C(Nc1ccc(OCC(F)(F)C(F)F)c(C(F)(F)F)c1)c1ccccc1	·	·	-1.04	-12.6	·	·	-1.2	·	-6.5
COc1ccc(NC(=O)CSc2nncn2C)cc1OC	·	2.5	-0.484	·	·	·	-8.7	·	20.7
N#Cc1cc(Oc2ccc(Cl)cc2)c(N2CCOCC2)cc1C#N	·	5.8	-0.342	-21.3	·	·	-15.1	·	-27.0
CN(C)c1cccc(C(=O)OCc2cc(=O)oc3cc(O)ccc23)c1	78.8*	·	0.0251	-6.9	57.4*	0.4	-4.7	0.2	-1.2
COC(=O)Cn1cnc2c(nnn2-c2ccc(C)cc2)c1=O	7.4	4.6	-0.543	-5.7	31.7	0.7	-7.7	0.9	-37.0
CCCCCn1c(SCC(=O)OCC)nc2cc(C(=O)NCc3ccco3)ccc2c1=O	33.5	-0.9	·	20.2	41.7	0.6	56.4	0.7	1.4
Cc1ccc(-c2nnc(N3CCOCC3)c3ccccc23)cc1S(=O)(=O)NCC1CCCO1 (stereo unspecified)	71.3*	6.4	1.08	·	47.3	0.5	·	0.3	·
C=CCOc1c(Cl)cc(CNc2ccc(C)c(Cl)c2)cc1OC	57.1*	·	-0.134	47.0	38.0	0.6	49.0	0.4	35.0
Cc1ccc(C(C)C)c(OC(=O)/C=C/c2ccccc2)c1	21.8	·	1.87	-33.0	-3.8	1	-5.5	0.8	-10.9
COc1cc(C(C(=O)NC(C)(C)C)N(Cc2ccc3c(c2)OCO3)C(=O)c2cnccn2)cc(OC)c1OC (stereo unspecified)	-26.9	-1.5	1	-27.2	-0.9	1	7.7	1.3	9.1
CC1(C)Cc2c(c(N3CCOCC3)nc3sc(-c4ccc(C(=O)O)o4)c(N)c23)CO1	·	·	0.0308	-5.3	·	·	-1.7	·	-36.9
COc1cccc(NC(=O)CSc2nnc(-c3cccs3)n2C)c1	11.3	8.4	-0.319	9.7	24.1	0.8	-24.5	0.9	-5.8
Cc1ccc(-c2nc3ccccc3s2)cc1NC(=O)c1ccc2c(c1)OCO2	0.2	·	-0.282	-16.2	-11.0	1.1	9.2	1	17.1
COc1ccc2cc(C(c3nnnn3Cc3ccccc3)N3CCCCCC3)c(=O)[nH]c2c1 (stereo unspecified)	70.3*	7.0	0.496	-33.3	69.5*	0.3	2.6	0.3	-45.1
Cc1ccc(NC(=O)CCSc2nnc(-c3ccco3)o2)cc1	3.7	5.0	-0.0547	-21.9	21.2	0.8	8.9	1	-40.3
Cc1nnc(SCC(=O)N2CCN(c3ccccc3)CC2)n1-c1ccccc1	1.8	6.1	0.0274	7.0	-4.9	1	17.5	1	6.2
